HT1080 viability: cytotoxicity in HT1080 fibrosarcoma cells, cell-based, fluorescence readout (AID 620); one-dose cytotoxicity, % at 10 µM; EC50 in µM for titrated hits; 87,000 compounds, 0.42% hits; HT1080 viability, fluorescence; higher % means a stronger effect; in the data active = cytotoxicity above about 50%;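 note: cells exposed to compound overnight then 4 h with Alamar Blue; 0% = vehicle DMSO and 100% = killing control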
Active calls of the source: *. These rows are one share of the data; count on the stated rates, not on these rows.

nr	Compound	HT1080 viability
1	CCOC(=O)c1ccc(N2C(=O)CC(N3CCCC(C)C3)C2=O)cc1 (stereo unspecified)	6.5%
2	COc1cccc(S(=O)(=O)Nc2cccc(C(=O)N3CCOCC3)c2)c1	8.8%
3	COC(=O)C1=C(C)N(CCc2ccccc2)C(=O)C1(NS(=O)(=O)c1ccc(NC(C)=O)cc1)C(F)(F)F (stereo unspecified)	-19.4%
4	CCN(CC)S(=O)(=O)c1ccc(NC(=O)C(C)N(c2ccccc2)S(C)(=O)=O)cc1 (stereo unspecified)	-11.4%
5	COc1ccc(/C=C2\OC(=S)N(C)C2=O)cc1	0.9%
6	CC(=O)c1c(C)nc(-c2ccccc2)n1O	-4.8%
7	O=C(O)CCCC(=O)NS(=O)(=O)c1ccc(Cl)cc1	6.5%
8	O=C(CCCn1c(=O)[nH]c2cc(Cl)ccc2c1=O)NC1CCCCCCC1	-1.5%

Remaining list, next part
nr	Compound	HT1080 viability
9	COc1cc(-c2nnc(SC(C)C(=O)Nc3c(C)n(C)n(-c4ccccc4)c3=O)o2)cc(OC)c1OC (stereo unspecified)	-2.3%
10	CCCCOc1ccc(CNC(=O)NS(=O)(=O)c2ccc(OCC)cc2)cc1	4.5%
11	Cc1ccc(CNC(=O)c2ccc(N3CCCC3=O)cc2)cc1	-11.7%
12	Cc1ccc(C)c(NC2=NCC(=O)N2c2ccc3c(c2)OCCO3)c1	0.8%
13	COc1ccc(CNn2c(-c3cccc(C)c3)nc3ccccc3c2=O)cc1OC	16.4%
14	CCC(C(=O)NC(C)(C)C)N(C(=O)Cn1nnc(-c2cccs2)n1)c1cnc2ccccc2c1 (stereo unspecified)	-8.1%
15	NC(=O)C1CCN(C(=O)COc2cccc3ccccc23)CC1	-14.1%
16	CC1(C(=O)NCc2ccccc2)Oc2ccccc2NC1=O (stereo unspecified)	-6.2%

Next compounds follow:
nr	Compound	HT1080 viability
17	Cn1c(=O)c2c(ncn2CC(COCc2ccccc2Cl)OCc2ccccc2Cl)n(C)c1=O (stereo unspecified)	8.6%
18	COc1ccccc1-n1cnc2cc(NCc3cccs3)ccc21	60.0%*
19	CCOC(=O)C1C(=O)CC(C)(O)C(C(=O)OCC)C1c1ccc(N(CC)CC)cc1 (stereo unspecified)	-6.8%
20	COc1nnc(-c2ccc(N3CCCCC3)c(NC(C)=O)c2)c2ccccc12	-12.5%
21	CCOC(=O)c1c[nH]c2c(Cl)c(Cl)ccc2c1=O	13.4%
22	CCCOc1ccc(C(=O)NCCO)cc1	-8.1%
23	Cc1nc(N)nc(-c2ccccc2O)n1	-10.1%
24	CC1=CC(C)(C)N2C(=O)C3(C(C#N)=C(N)OC4=C3C(=O)CC(C)(C)C4)c3c(C)c(C)cc1c32 (stereo unspecified)	-1.7%

The list goes on.
nr	Compound	HT1080 viability
25	Cc1cccc(NS(=O)(=O)Cc2ccccc2)n1	-2.7%
26	COc1ccc(C(=O)CC(c2ccccc2)C2CCCCC2=O)cc1 (stereo unspecified)	23.1%
27	Cn1c(SCC(=O)N2CCN(c3ccccc3)CC2)nnc1-c1ccccc1	-8.1%
28	CCOC(=O)/C(C(N)=NCCCO)=C(/O)c1ccccc1	29.0%
29	COCCNC(=O)CSc1nc(-c2ccccc2)cs1	-18.4%
30	CCOC(=O)c1cc(C)sc1NC(=O)c1ccc(Cl)s1	-13.2%
31	COc1ccc(CCn2nnc(-c3ccc(NC(C)=O)c(Cl)c3)n2)cc1	8.5%
32	C/C=C/C(=O)Nc1ccccc1Br	-5.1%

Going on with the list:
nr	Compound	HT1080 viability
33	CC1CCN(C(=O)COC(=O)c2cc(Cl)cc(Cl)c2N)CC1	-22.7%
34	CCN(Cc1ccccc1)C(c1ccc(C)cc1)c1nnnn1C(C)(C)CC (stereo unspecified)	-21.4%
35	COc1ccccc1N1CCN(C(c2ccccc2)c2nnnn2CCc2ccccc2)CC1 (stereo unspecified)	-3.2%
36	Cc1ccc(N(CC(=O)NCc2ccc(F)cc2)S(=O)(=O)c2cccs2)cc1	0.5%
37	Fc1cccc(C2NC(=S)NC3=C2N2CCC3CC2)c1 (stereo unspecified)	8.7%
38	Cc1ccc(-c2noc(CN3CCN(C(c4ccccc4)c4ccccc4)CC3)n2)cc1	-8.6%
39	N#Cc1ccc(C23CC4(C2)[C@H](CN(Cc2ccc(-c5ccccc5)cc2)[C@@H]4c2ccccc2)C3c2ccccc2)cc1 (stereo partly specified)	8.1%
40	O=C1c2ccccc2C(=O)C12OC(c1ccccc1)C1(C(=O)c3ccccc3C1=O)C2c1cccc([N+](=O)[O-])c1 (stereo unspecified)	-0.8%

The results go on.
nr	Compound	HT1080 viability
41	CCCNS(=O)(=O)c1ccc(OCC(=O)Nc2ccc3c(c2)OCCO3)cc1	-1.5%
42	COC(=O)[C@@]1(Cc2ccc(F)cc2)[C@H]2c3cc(C(=O)N4CCCC4)n(Cc4ccccc4)c3C[C@H]2CN1C(=O)c1ccccc1	-16.7%
43	c1ccc(-n2nnnc2SCc2ccccn2)cc1	-2.8%
44	CCOc1ccc(C2=NNC(c3cccs3)=Nc3ccc(OC)cc32)cc1	-3.1%
45	O=C(COC(=O)C1(c2ccccc2F)CCCC1)N1CCOCC1	7.3%
46	COc1ccnc(N=CNOCc2ccc(C)cc2)c1C#N	1.6%
47	O=c1[nH]c(=O)n(Cc2ccco2)c2c1C(C(F)(F)F)(C(F)(F)F)N=C(Cc1ccccc1)N2	0.4%
48	CC1=C(C(=O)OCC(Br)(Br)Br)C(c2cccc3ccccc23)NC(=O)N1CCCC(=O)O (stereo unspecified)	-6.2%

(cont.)
nr	Compound	HT1080 viability
49	Cc1ccc(-c2nnc(CSc3nc(C(C)C)nc4sc(C)c(C)c34)o2)cc1	-0.7%
50	Cc1ccc(-c2nnc(SCC(=O)Nc3sc(C)c(C)c3C#N)n2C)cc1	-9.8%
51	Cc1ccc(-n2c(COc3c(C)cccc3C)nnc2SCC(=O)Nc2nccs2)cc1	-15.4%
52	Oc1ccc(Cl)cc1C1=NCCNC(C(F)(F)C(F)F)=C1	1.4%
53	FC(F)Sc1ccc(NC(=S)NCC2CCCCC2)cc1	-7.9%
54	Cn1c(-c2cc3ccc(OC(=O)C(C)(C)C)cc3oc2=O)nc2ccccc21	-17.5%
55	Cc1cc(C(=O)N2CCN(c3ccccc3)CC2)c(C)o1	-8.2%
56	CCOc1ccc(/C=C/C2=Cc3c(sc(NC(=O)CSc4n[nH]c(N)n4)c3C#N)C(C)(C)C2)cc1	-3.9%

In the list so far, two have bromine.
nr	Compound	HT1080 viability
32	C/C=C/C(=O)Nc1ccccc1Br	-5.1%
48	CC1=C(C(=O)OCC(Br)(Br)Br)C(c2cccc3ccccc23)NC(=O)N1CCCC(=O)O (stereo unspecified)	-6.2%

Following part:
nr	Compound	HT1080 viability
57	Cc1ccc(N2C(=O)CSC2c2ccccn2)cc1Cl (stereo unspecified)	2.5%
58	Cc1cccc(-c2noc(CCCOc3ccc(Cl)cc3Cl)n2)c1	-14.5%
59	O=C1N(Cc2ccccc2F)c2ccccc2C12OCCCO2	1.7%
60	COC(=O)c1ccc(C23CC4(C2)[C@H](CN(Cc2ccc(C(F)(F)F)cc2)[C@@H]4c2ccccc2)C3c2ccccc2)cc1 (stereo partly specified)	0.7%
61	O=C(NCc1cccnc1)c1cccc2c1C(=O)N(Cc1cccnc1)C2	1.2%
62	O=C(Nc1ccc(Cl)cc1)[C@@H]1[C@@H]2C(=O)N(c3ccc(Cl)cc3)C(=O)[C@@H]2[C@H]2C=CC=NN21	18.9%
63	Cc1c(Cl)cccc1NC(=O)c1cc(-c2ccccc2O)n[nH]1	-12.0%
64	C[C@@]12CC(=O)NC1N(C(=O)c1cccc(C(F)(F)F)c1)C(c1ccccc1OC(=O)c1cccc(C(F)(F)F)c1)C2 (stereo partly specified)	-3.9%

The list goes on.
nr	Compound	HT1080 viability
65	CC1(C)N=C(N)N=C(N)N1c1ccccc1	-3.8%
66	COc1ccccc1NC(=O)NS(=O)(=O)c1ccc(C)cc1	1.6%
67	Cc1ccccc1-c1cc2c(nn1)-c1ccccc1C2=O	-7.4%
68	COC(=O)[C@@H]1C[C@@]2(O)[C@H](O)[C@H](O)[C@H](O)C[C@H]2N1Cc1ccc(-c2ccccc2)cc1	15.4%
69	COC(=O)C1=C(O)C(C(=O)OC)C(c2ccc(C)cc2)C(C#N)(C#N)C1c1ccc(C)cc1 (stereo unspecified)	0.1%
70	O=C(Nc1ccccc1N1CCN(C(=O)c2ccc(Cl)cc2)CC1)c1ccc(Br)cc1	-1.5%
71	Cc1c(NC(=O)C(C)c2ccc(CC(C)C)cc2)c(=O)n(-c2ccccc2)n1C (stereo unspecified)	-15.6%
72	COc1ccccc1C(=O)Nc1cc2c(ccc3ccccc32)oc1=O	8.5%

Carrying on.
nr	Compound	HT1080 viability
73	COC(=O)c1cccc(C23CC4(C2)[C@H](CN(CC2CCCCC2)[C@@H]4c2ccccc2)C3c2ccccc2)c1 (stereo partly specified)	0.5%
74	O=C(N/N=C/c1ccc(O)c(O)c1O)/C(=C/c1ccc([N+](=O)[O-])cc1)NC(=O)c1ccccc1	2.7%
75	Cc1ccc(/C=C/C2=NN(Cc3ccccc3)C(=O)CC2)cc1	-4.5%
76	CC(=O)OC(C(=O)NCc1ccc(F)cc1)c1ccccn1 (stereo unspecified)	-8.4%
77	COc1ccc(C(=O)Nc2cccc(-c3nc4ncccc4o3)c2C)cc1	-0.9%
78	CCNC(=O)CC1C(=O)N(C)C(=S)N1NC(=O)c1ccc(Cl)cc1 (stereo unspecified)	-12.8%
79	Cc1onc(-c2ccccc2Cl)c1C(=O)N(Cc1nc(-c2ccccc2)no1)C1CCCCC1	6.7%
80	O=C(N/N=C/C=C/c1ccccc1)c1ccccc1Br	-11.0%

Additional compounds.
nr	Compound	HT1080 viability
81	CN1CCN(c2ccccc2NC(=O)COc2ccccc2)CC1	26.9%
82	Cc1cc(C)c2c(=O)[nH]c(SCC(=O)N(C)C)nc2n1	-2.4%
83	Cc1ccccc1NC(=O)CN1CCC(n2nnc3ccccc32)CC1	-20.5%
84	CCCSC1=C(C#N)C(c2cccs2)C(C(=O)Nc2ccccc2)=C(C)N1 (stereo unspecified)	-9.0%
85	COc1ccc(Cl)cc1NC(=O)C(C)N1CCN(C/C=C/c2ccccc2)CC1 (stereo unspecified)	-12.8%
86	CN1C=CC2=C(C#N)C(N)C(C#N)(C#N)[C@H](c3ccccc3)[C@H]2C1 (stereo partly specified)	-4.3%
87	O=C(COc1c(Br)cc(Br)c2cccnc12)N1CCc2ccccc2C1	-3.0%
88	COc1ccc(C(=O)N2CCN(c3ccccn3)CC2)cc1	3.4%

(continued)
nr	Compound	HT1080 viability
89	COc1ccc(-c2nnc(SCc3cc(C)ccc3C)n2N)cc1	-10.8%
90	COC(=O)[C@@]1(Cc2ccc(F)cc2)[C@H]2c3cc(C(=O)N4CCCC4)n(Cc4cc(C)n(C)n4)c3C[C@H]2CN1C(=O)c1ccccc1	4.1%
91	Cc1ccsc1C(=O)NC(C)c1ccc2c(c1)OCO2 (stereo unspecified)	24.9%
92	COC(=O)[C@@]1(Cc2ccccc2)[C@H]2c3cc(C(=O)N(C)C)n(Cc4c(CO)[nH]cc(C)c4=O)c3C[C@H]2CN1C(=O)c1ccccc1	-4.7%
93	CCC(c1nc2ccccc2c(=O)n1CCN1CCOCC1)N1C(=O)c2ccccc2C1=O (stereo unspecified)	-8.8%
94	O=c1[nH]c(NCCO)nc2ncn(Cc3ccccc3)c12	0.1%
95	O=C(Nc1ccc(C(F)(F)F)cc1)c1cccnc1N1CCOCC1	5.5%
96	CC1=Nc2ccccc2/C1=C/c1sc(=N)n(-c2nccs2)c1O	-5.8%

(next part)
nr	Compound	HT1080 viability
97	CCc1cccc(NC(=O)Cc2cn(C)c3ccccc23)c1	6.0%
98	CCn1c(C)c(C(C)=O)c(SC)nc1=S	4.3%
99	O=C(OC(C(=O)NC1CCCC1)c1ccncc1)C1=Cc2ccccc2OC1 (stereo unspecified)	-15.6%
100	C[N+](C)(C)CCCC(=O)c1ccc2c(c1)OCO2	-1.1%
101	CCCN1Cc2cccc(C(=O)N3CCN(c4ccc(F)cc4)CC3)c2C1=O	9.8%
102	COC(=O)Cc1cc(=O)n2[nH]c(C)c(-c3ccccc3)c2n1	-13.8%
103	COc1ccc(C(=O)NCC(=O)Nc2ccc(F)cc2)cc1OC	-11.2%
104	Cc1cc(Cl)c(S(=O)(=O)NC2CCCC2)cc1OCC(=O)NC1CCCCC1	-3.5%

Next compounds follow.
nr	Compound	HT1080 viability
105	CC(=O)N[C@@H](c1ccccc1)[C@]1(C)C[C@H]1[C@@H](C)C(=O)Nc1ccc2ccccc2c1	-15.2%
106	CC1(C)C(=O)N(OCc2ccccc2)C(C)(C)C(=O)N1OCc1ccccc1	-2.5%
107	O/N=C(\c1ccc(Cl)cc1Cl)c1ncc(C(F)(F)F)cc1Cl	-4.4%
108	Cc1c(Cl)cccc1N1C(=O)C(N2C(=O)c3cccc([N+](=O)[O-])c3C2=O)C1c1cccs1 (stereo unspecified)	3.8%
109	COc1ccc(CNC(=O)C(OC(=O)c2ccco2)c2ccc(OC)cc2)cc1 (stereo unspecified)	1.9%
110	Cc1c(Cl)c(C(=O)NC2C3CC4CC(C3)CC2C4)nn1C (stereo unspecified)	-15.0%
111	COc1ccc(C(=O)Nc2nc3ccccc3c(=O)[nH]2)cc1	-9.8%
112	O=C(CCN1CCN(Cc2ccccc2)CC1)Nc1ccc(OCc2ccccc2)cc1	19.0%

Part of the list above in a different format:
58. Cc1cccc(-c2noc(CCCOc3ccc(Cl)cc3Cl)n2)c1
- HT1080 viability: -14.5%
59. O=C1N(Cc2ccccc2F)c2ccccc2C12OCCCO2
- HT1080 viability: 1.7%
60. COC(=O)c1ccc(C23CC4(C2)[C@H](CN(Cc2ccc(C(F)(F)F)cc2)[C@@H]4c2ccccc2)C3c2ccccc2)cc1 (stereo partly specified)
- HT1080 viability: 0.7%
61. O=C(NCc1cccnc1)c1cccc2c1C(=O)N(Cc1cccnc1)C2
- HT1080 viability: 1.2%

Remaining list, next part.
nr	Compound	HT1080 viability
113	CC(C)On1c(SC(C)C)nc2ccccc2c1=O	-18.1%
114	COC(=O)c1ccc(S(=O)(=O)N2CCC(c3nc4ccccc4o3)CC2)cc1	-13.7%
115	CCOc1cc(C2C(C#N)=C(N)OC(C)=C2C(C)=O)c(Br)c(Br)c1OC(C)C (stereo unspecified)	13.3%
116	Cc1cc(Oc2ccccc2)nc(NCc2ccccc2)n1	-16.5%

Bioassay records: PubChem BioAssay, Sanford-Burnham Center for Chemical Genomics
